TRHR agonist: TRH receptor (human) agonism. P34981. TRHR cells, calcium flux fluo-8, FDSS agonist mode. hit rate 0.18% among 360,000. AID 493084. activation, % at 2 µM; in the data active = activation above about 30%; note: 0% is about no effect
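TRHR-expressing cells, plated overnight in medium with 10% serum, were loaded with fluo-8 calcium dye at room temperature. After a 10 s baseline, library compound was pin-added and calcium release was recorded kinetically (ex 480/em 530) as agonist response.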
rTrxR1 inhibitor: inhibitors of rat thioredoxin reductase 1; recombinant rTrxR1, NADPH fluorescence consumption, selenite substrate; Potency, µM (top dose mostly 114 µM), inactives show at the top dose activity change, negative = inhibition, hits mostly inhibitors; O89049; hit rate 1% among 390,000; AID 588453; note: potency is the fitted concentration of half-maximal effect; % is set by controls: 0 for no effect and ±100 for the full control effect; nearly all actives have a fitted effect of over 65% in size
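Rat TrxR1 (90 nM in the dispensed reagent) was pre-reduced with 400 uM NADPH for 5 min at room temperature, then incubated with compound for 15 min. After 400 uM selenite was added, NADPH fluorescence (Ex 340/Em 450 nm) was followed for 8 min.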
TrxR1 substrate: substrates of rat thioredoxin reductase 1; purified TrxR1 substrate turnover, NADPH consumption readout; Potency, µM (series often up to 114 µM), for inactives: at the highest dose activity change, negative = substrate turnover; hit rate 0.01% among 390,000; note: potency is the fitted concentration of half-maximal effect; % is set by controls: 0 for no effect and ±100 for the full control effect; nearly all actives have a fitted effect of over 50% in size
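Rat TrxR1, dispensed at 90 nM, was prereduced with 400 uM NADPH (final) for 5 min at ~22 deg C, then incubated with compound 15 min before 400 uM selenite. A first-read NADPH fluorescence drop versus no-compound background flagged substrates.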
IDH1 R132H inh: blocks human mutant IDH1 R132H enzyme; hit rate 0.093% among 390,000; Potency, µM (highest dose often 76.6 µM), without a hit: at the top dose activity change, negative = inhibition, most hits filed as inhibitors; IDH1-R132H enzyme, NADPH consumption, diaphorase/resazurin fluorescence; O75874; AID 602179; note: potency is the fitted concentration of half-maximal effect; % is set by controls: 0 for no effect and ±100 for the full control effect; nearly all actives have a fitted effect of over 65% in size
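IDH1-R132H (0.5 ug/mL dispensed) in pH 7.5 Tris buffer was preincubated 30 min with compound, then given a substrate mix of 0.016 mM NADPH and 2 mM alpha-KG for 80 min at room temperature; remaining NADPH was read by diaphorase/resazurin fluorescence.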
TRHR PAM: TRH receptor (human) allosteric enhancement; P34981; enhancement, % at 2 µM; TRHR cells, fluo-8 calcium fluorescence, EC20 TRH enhancement; hit rate 0.66% among 360,000; in the data active = enhancement above about 30%; note: 0% is about no effect
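TRHR-expressing cells loaded with fluo-8 calcium dye were read kinetically (ex 480/em 530) during compound addition, then stimulated with an EC20 of TRH (10 nM final). Enhancement of the Gq-mediated intracellular calcium response was scored.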
D2 ag: activates the human D2 dopamine receptor. activation, % at 2 µM. HEK293 T-REx D2 cells, calcium flux agonist mode. AID 485358. hit rate 0.53% among 340,000;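 active = activation over 3 SD above normal in the single-dose calcium agonist read, cut at about 30% in these data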; note: 0% is about no effect
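Agonism is scored from calcium flux in a force-coupled, inducible HEK293 cell line expressing D2, read kinetically for 180 s after compound addition against dopamine controls.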
D2 antag: antagonists of human D2 dopamine receptor. HEK293 TREx D2 cells, calcium flux, dopamine EC80. hit rate 2% among 340,000. inhibition, % at 10 µM; in the data active = inhibition above about 30%; note: 0% is about no effect
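Antagonism is scored as inhibition of an EC80 dopamine-evoked calcium signal in a force-coupled, tetracycline-inducible HEK293 T-REx D2 line, with compound present 180 s before agonist.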
PI4K2A inh: PI4K2A (human) kinase inhibition. Q9BTU6. purified PI4K2A, ADP-Glo luminescence, 1 h; hits give low values. activity change, negative = inhibition, % at 76.9 µM. hit rate 0.13% among 420,000. AID 1346378; in the data active = activity change below about -50%; inconclusive = mostly about -30% to -49%;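 note: -100% = wells without enzyme as full effect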
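In this quantitative HTS, ADP production by PI4K2A was quantified luminescently after 1 h at ambient temperature; 100 microM adenosine served as plate-quality control.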
USP1 inh: inhibitors of human USP1/UAF1 deubiquitinase. Potency, µM (titrated, usually from 57.1 µM), for the others: top-dose activity change, negative = inhibition, actives largely listed as inhibitors. recombinant USP1/UAF1, Ub-Rhodamine cleavage fluorescence. O94782. hit rate 0.23% among 390,000; note: potency is the fitted concentration of half-maximal effect; % is set by controls: 0 for no effect and ±100 for the full control effect; nearly all actives have a fitted effect of over 60% in size; inactives centre near -12
Target sequence (O94782 whole entry, looked up): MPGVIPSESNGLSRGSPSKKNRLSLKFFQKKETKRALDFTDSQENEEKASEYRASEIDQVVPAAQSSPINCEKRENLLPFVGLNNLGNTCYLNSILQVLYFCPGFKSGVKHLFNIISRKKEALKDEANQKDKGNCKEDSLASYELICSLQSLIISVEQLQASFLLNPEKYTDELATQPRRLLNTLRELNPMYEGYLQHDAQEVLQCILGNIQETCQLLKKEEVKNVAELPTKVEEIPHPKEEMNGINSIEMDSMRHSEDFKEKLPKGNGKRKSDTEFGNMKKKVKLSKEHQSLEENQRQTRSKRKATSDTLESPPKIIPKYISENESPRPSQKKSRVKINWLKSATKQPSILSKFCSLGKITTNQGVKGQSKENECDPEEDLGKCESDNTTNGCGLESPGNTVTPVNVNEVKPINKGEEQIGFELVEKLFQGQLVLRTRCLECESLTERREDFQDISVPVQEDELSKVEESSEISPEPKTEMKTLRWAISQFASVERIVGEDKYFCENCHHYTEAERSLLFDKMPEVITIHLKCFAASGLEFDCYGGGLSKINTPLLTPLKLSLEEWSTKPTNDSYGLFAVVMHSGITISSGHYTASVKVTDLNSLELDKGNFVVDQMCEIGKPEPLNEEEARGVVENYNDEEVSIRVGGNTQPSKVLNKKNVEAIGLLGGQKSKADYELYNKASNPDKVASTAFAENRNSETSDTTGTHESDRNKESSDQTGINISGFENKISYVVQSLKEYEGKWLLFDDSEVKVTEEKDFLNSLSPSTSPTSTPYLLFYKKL
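Step one: compound is pinned into 1nM USP1/UAF1 in HEPES pH 7.8 buffer with TCEP. Step two: 15 min room-temperature incubation. Step three: Ub-Rho (150nM final) starts cleavage, tracked by fluorescence over six one-minute reads.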
* marks the source's active call; other numbers are inactive results; u = inconclusive; x = no result given; [ ] = remark or other dose. Unless noted, calls come from the whole dose curve; as a rule, active = well fitted inhibition curve with a large enough effect; inconclusive = small, poorly fitted or top-dose-only effect; inactive = no such curve, though single readings can be large or run the other way. Compounds as they come (roughly 3.9% active in at least one column).

no.	molecule	TRHR agonist	rTrxR1 inhibitor	TrxR1 substrate	IDH1 R132H inh	TRHR PAM	D2 ag	D2 antag	PI4K2A inh	USP1 inh
1	CCOC(=O)c1c(C)n(C)c2ccc(OC)c(NC(=O)CN3CCN(Cc4ccccc4)CC3)c12	x	-9%	-1%	4%	x	x	x	5	-9%
2	CC(=O)c1ccc(OC(C)C(=O)NC2CCCCC2C)cc1 (stereo unspecified)	0.2	15%	6%	8%	4	-2.5	3	-2	-17%
3	COC(=O)c1[nH]c2cccc(C)c2c1NC(=O)CN1CCN(c2ccccc2OC)CC1	0.0	-12%	6%[57.1 µM]	-1%	-4	39*	54*	-9	-6%
4	Cc1cc(C)cc(NC(=O)CSc2nc(CSc3ccc(Cl)cc3)cc(=O)[nH]2)c1	0.1	13%	2%	7%	2	0.2	13	-3	-18%
5	CC(C)CC(=O)Nc1ccc2c(c1)nc(CCN1CCCCC1)n2C	0.5	12%[57.1 µM]	7%[2.29 µM]	-7%	0	-0.1	2	0	-18%
6	COc1ccc(CNC(=O)Nc2cccc(C)c2)cc1	-0.3	-6%	-4%	2%	-4	-0.1	-7	4	-7%
7	CCN(CC)S(=O)(=O)c1cc(C(=O)OC)ccc1Cl	-0.9	15%	1%	11%	5	0.1	0	0	-7%
8	COc1cccc(NC(=O)CN(C)C(=O)c2ccccc2CCc2ccccc2)c1	-0.1	6%	-7%	5%	-7	0.6	-16	0	-10%
9	COc1cc(CCC(=O)NCc2ccc3c(c2)OCO3)cc(OC)c1OC	1.1	17%	10%	4%	0	-0.1	0	1	-9%
10	C=CCSc1nc(Oc2ccccc2)c2sccc2n1	-0.8	-13%[57.1 µM]	-1%[57.1 µM]	9%	3	1.8	-4	3	-4%
11	COc1cc(C(=O)NCC(=O)NCCCSc2ccccc2)cc(OC)c1OC	-0.4	26%	3%	0%	5	-0.4	6	-4	-10%
12	CCC(OC(=O)c1cc2sccc2n1C)C(=O)NCC1CCCO1 (stereo unspecified)	-0.1	20%	14%[57.1 µM]	7%	-7	-0.1	10	3	3%
13	CCOC(=O)Cn1c(=O)oc2cc(S(=O)(=O)N3CCCC(C(=O)OCC)C3)ccc21 (stereo unspecified)	-0.1	7%	-3%	-8%	0	0.1	-13	-8	-8%
14	O=C(Cn1nc(Cl)nc1Cl)c1ccc([N+](=O)[O-])cc1	0.1	3%	3%	-6%	3	0.0	-7	0	-15%
15	O=C(O)CSCNC(=O)CC12CC3CC(CC(C3)C1)C2	-0.5	3%	-7%	0%	18	x	x	-2	-12%
16	Cc1cc(C)c(C#N)c(SCC(=O)Nc2ccc(S(=O)(=O)Nc3ncccn3)cc2)n1	4.0	-7%	-4%	3%	7	0.9	-1	3	-21%
17	COc1ccccc1NC(=O)C1CCN(S(=O)(=O)c2ccc3c(c2)oc(=O)n3C)CC1	-1.1	3%	-5%	6%	-5	-0.4	x	0	-7%
18	CCOc1cc([C@H]2[C@@H]3CCCC[C@]3(O)CCN2CC(=O)NCc2ccco2)ccc1O	-0.4	-15%	-11%	5%	-3	0.5	0	-3	-2%
19	Cc1ccc(C(=O)N2c3ccc(F)cc3CCC2C)o1 (stereo unspecified)	1.0	-4%	4%	9%	3	0.0	14	9	-6%
20	O=S(=O)(c1ccccc1)c1nc(-c2ccccc2F)oc1NCc1cccnc1	0.6	26%[57.1 µM]	15%[57.1 µM]	9%	0	-0.2	-8	0	-2%
21	c1ccc2[nH]c(-c3ccc4c(c3)OCO4)nc2c1	x	1%[57.1 µM]	14%[57.1 µM]	17%	x	x	x	u	-1%
22	O=C(NCC1CCCN(C(=O)CN2CCCCC2)C1)c1ccccc1Cl (stereo unspecified)	0.2	-2%	-4%	-14%	10	0.0	-36	-1	1%
23	COc1cc(/C=C/C(=O)O)cc(S(=O)(=O)Nc2ccc(F)cc2)c1OC	0.1	-6%	-3%	1%	1	0.1	3	-2	-11%
24	COc1ccc(/C(C)=N/Nc2ccc(C(=O)O)cc2)c(OC)c1	-0.2	-14%	-15%	1%	-7	x	x	-3	-17%
25	O=C(OCCOCCN=C1NS(=O)(=O)c2ccccc21)c1ccccc1Br	0.9	11%	5%	7%	-12	0.4	9	6	-21%
26	O=C(CN(c1ccc2c(c1)OCCO2)S(=O)(=O)c1ccccc1)NCC1CCCO1 (stereo unspecified)	-0.1	4%[57.1 µM]	2%[57.1 µM]	-1%	0	0.4	-6	2	-5%
27	CC1CN(CC(O)COc2ccc(C(=O)c3ccccc3)cc2)CC(C)O1 (stereo unspecified)	-0.8	-16%	-3%	-4%	3	x	x	4	-21%
28	O=C(COc1ccc(Cl)cc1)NCc1nnc(SCC(=O)NC2CCCCC2)o1	-1.0	5%	12%[57.1 µM]	-3%	3	-0.2	1	-1	-11%
29	Cc1nc(-c2ccc(C(=O)Nc3cccc(Br)c3)cc2)cs1	1.9	21%	11%	6%	3	0.0	-6	-10	-22%
30	CCOC(=O)c1ccc(NC(=O)NNC(=O)CCc2ccc(OC)cc2)cc1	0.0	23%	0%	-8%	-1	-0.8	1	-3	-7%
31	CN(C)S(=O)(=O)c1cccc(NC(=S)N/N=C/c2cccc(O)c2)c1	0.1	1%	1%	-13%	-3	0.9	-3	1	5%
32	O=C(CCC1CCCCC1)Nc1ccc(C(=O)c2ccncc2)cc1	-0.2	-3%[57.1 µM]	-2%[57.1 µM]	6%	7	-0.9	48*	7	-10%
33	COc1cc(/C=C(/NC(=O)c2ccccc2)C(=O)Nc2ccc(O)cc2)c([N+](=O)[O-])cc1OC	0.4	1%	-2%	-3%	0	0.1	2	-4	-6%
34	Nc1c(C(=O)N/N=C/c2cccnc2)oc2nc(-c3ccccc3)cc(-c3ccco3)c12	1.2	27%[57.1 µM]	9%[57.1 µM]	8%	-1	x	x	1	51%[activator]
35	Nc1ccc2c(C(F)(F)F)cc(=O)oc2c1	5.2	-13%	129%[activator]	12%	-3	0.8	8	1	-22%
36	CCOc1ccc(S(=O)(=O)N2CCC(C(=O)NCC3CCCO3)CC2)cc1C (stereo unspecified)	-1.5	4%	-1%	-2%	0	-1.2	-2	0	-19%
37	CCOc1ccc(C(=O)CCC(=O)N2CCN(c3ncccn3)CC2)cc1	-0.1	16%[57.1 µM]	15%[57.1 µM]	-3%	0	1.3	-5	9	-13%
38	CCOc1ccc(CCNC(=O)CCS(=O)(=O)c2ccc(Br)cc2)cc1OCC	-0.3	18%	3%	7%	-4	-0.9	9	0	-21%
39	CC1CC(O)(CC(O)(c2ccccc2)c2ccccc2)C(C)CN1C (stereo unspecified)	0.5	30%	10%	9%	-6	-0.3	14	-2	-25%
40	Cc1ccc(Nc2nc(N)[nH]c(=O)c2N=O)cc1	6.3	-7%[57.1 µM]	-5%[57.1 µM]	1%	-5	4.5	-15	-9	-3%

Compounds from the list above containing four or more nitrogen atoms, in the order listed:
no.	molecule	TRHR agonist	rTrxR1 inhibitor	TrxR1 substrate	IDH1 R132H inh	TRHR PAM	D2 ag	D2 antag	PI4K2A inh	USP1 inh
1	CCOC(=O)c1c(C)n(C)c2ccc(OC)c(NC(=O)CN3CCN(Cc4ccccc4)CC3)c12	x	-9%	-1%	4%	x	x	x	5	-9%
3	COC(=O)c1[nH]c2cccc(C)c2c1NC(=O)CN1CCN(c2ccccc2OC)CC1	0.0	-12%	6%[57.1 µM]	-1%	-4	39*	54*	-9	-6%
5	CC(C)CC(=O)Nc1ccc2c(c1)nc(CCN1CCCCC1)n2C	0.5	12%[57.1 µM]	7%[2.29 µM]	-7%	0	-0.1	2	0	-18%
14	O=C(Cn1nc(Cl)nc1Cl)c1ccc([N+](=O)[O-])cc1	0.1	3%	3%	-6%	3	0.0	-7	0	-15%
16	Cc1cc(C)c(C#N)c(SCC(=O)Nc2ccc(S(=O)(=O)Nc3ncccn3)cc2)n1	4.0	-7%	-4%	3%	7	0.9	-1	3	-21%
28	O=C(COc1ccc(Cl)cc1)NCc1nnc(SCC(=O)NC2CCCCC2)o1	-1.0	5%	12%[57.1 µM]	-3%	3	-0.2	1	-1	-11%
31	CN(C)S(=O)(=O)c1cccc(NC(=S)N/N=C/c2cccc(O)c2)c1	0.1	1%	1%	-13%	-3	0.9	-3	1	5%
34	Nc1c(C(=O)N/N=C/c2cccnc2)oc2nc(-c3ccccc3)cc(-c3ccco3)c12	1.2	27%[57.1 µM]	9%[57.1 µM]	8%	-1	x	x	1	51%[activator]
37	CCOc1ccc(C(=O)CCC(=O)N2CCN(c3ncccn3)CC2)cc1	-0.1	16%[57.1 µM]	15%[57.1 µM]	-3%	0	1.3	-5	9	-13%
40	Cc1ccc(Nc2nc(N)[nH]c(=O)c2N=O)cc1	6.3	-7%[57.1 µM]	-5%[57.1 µM]	1%	-5	4.5	-15	-9	-3%

Screens (PubChem BioAssay)
